Assay outcomes: PubChem, several laboratories
Vc quorum ag: quorum light induction in luxS cqsA deficient V. cholerae; V. cholerae BH1578 lux reporter, luminescence, 6 h; activation, % at 18.7 µM; AID 588436; 350,000 compounds, 0.16% hits; in the data active = activation mostly above about 9.7%, no sharp cut-off; inconclusive = no clear call, values can overlap the other calls; inactive = mostly below about 3.7%; note: not every result past the cut was called active; inactives centre near 0; reference of the scale not given here
PfHsp40 yeast: restores yeast growth despite PfHsp40 toxicity; S. cerevisiae expressing PfHsp40, growth rescue, ATP luminescence; growth rescue, % at 12.5 µM; 340,000 compounds, 0.68% hits; AID 504582; in the data active = growth rescue above about 28%, passing the limit was not always enough; inconclusive = no clear call, values can overlap the other calls;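 note: yeast W303a lacking pdr1 and pdr3 grown in galactose medium; growth measured after three days at 30 °C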
3CLpro inhibitor: SARS-CoV 3CLpro protease inhibition | P0C6X7 | recombinant SARS-CoV 3CLpro, quenched FRET peptide cleavage | inhibition, % at 6 µM | 290,000 compounds, 0.14% hits; in the data active = inhibition above about 12%
BoNT A protease: blocks Botulinum neurotoxin A light chain protease; multiplex microsphere protease substrate cleavage, flow cytometry; inhibition, % at 10 µM; 360,000 compounds, 0.17% hits; AID 588499; note: plate controls were buffer without enzyme for full effect and enzyme alone for no effect
Yp Topo-I inh: blocks Yersinia pestis topoisomerase I activity; activity, % at 10 µM; AID 504884; 360,000 compounds, 0.064% hits; Y. pestis Topo-I cleavage product accumulation, plate reader; in the data active = activity above about 50%, passing the limit was not always enough; inconclusive = no clear call, values can overlap the other calls; note: inactives centre near 2
PrPC TRFRET: cell surface PrPC inhibition, primary TR-FRET screen. P04156. TR-FRET read-out. inhibition, % at 13.8 µM. 370,000 compounds, 0.43% hits. AID 720596; in the data active = inhibition above about 24%; note: 0% = median of the test wells and 100% = reference compound wells
TcdB inh: inhibitors of Clostridioides difficile toxin B glycohydrolase; P18177; TcdB glycohydrolase enzymatic assay, plate reader; inhibition, % at 9.99 µM; 350,000 compounds, 0.24% hits; in the data active = inhibition above about 10%
Anthrax LF prot: anthrax lethal factor protease inhibition. inhibition, % at 10 µM. 360,000 compounds, 0.12% hits. multiplex microsphere protease cleavage assay, LF. AID 588501; note: plate controls were buffer without enzyme for full effect and enzyme alone for no effect
Target sequence (P15917 whole entry, looked up): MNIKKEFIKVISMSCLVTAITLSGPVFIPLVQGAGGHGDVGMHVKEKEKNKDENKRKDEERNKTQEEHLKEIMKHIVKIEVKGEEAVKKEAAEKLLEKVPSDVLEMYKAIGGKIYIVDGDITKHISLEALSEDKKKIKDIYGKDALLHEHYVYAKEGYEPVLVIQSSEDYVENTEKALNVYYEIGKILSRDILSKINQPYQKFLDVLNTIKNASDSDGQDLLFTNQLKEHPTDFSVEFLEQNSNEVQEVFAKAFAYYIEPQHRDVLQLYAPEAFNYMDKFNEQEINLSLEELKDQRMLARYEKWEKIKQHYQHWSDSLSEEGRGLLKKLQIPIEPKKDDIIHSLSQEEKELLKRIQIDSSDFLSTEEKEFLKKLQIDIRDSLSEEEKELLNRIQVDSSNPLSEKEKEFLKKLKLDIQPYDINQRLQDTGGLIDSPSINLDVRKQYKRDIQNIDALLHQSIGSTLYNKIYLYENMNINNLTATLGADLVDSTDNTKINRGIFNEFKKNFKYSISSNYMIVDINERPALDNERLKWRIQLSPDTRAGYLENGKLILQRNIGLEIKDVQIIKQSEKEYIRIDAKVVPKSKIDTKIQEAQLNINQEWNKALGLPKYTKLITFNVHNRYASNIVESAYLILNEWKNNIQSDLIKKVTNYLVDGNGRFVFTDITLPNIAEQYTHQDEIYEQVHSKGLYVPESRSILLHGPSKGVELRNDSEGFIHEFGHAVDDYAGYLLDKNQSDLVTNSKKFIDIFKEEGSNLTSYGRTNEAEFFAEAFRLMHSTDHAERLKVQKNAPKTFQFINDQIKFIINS
SSB-PriA inh: K. pneumoniae PriA-SSBct interaction inhibition | AID 1272365 | inhibition, % at 33 µM | 430,000 compounds, 0.6% hits | AlphaScreen SSBct-PriA binding, biotinylated peptide; in the data active = inhibition mostly above about 37%, no sharp cut-off; inactive = mostly below about 20%;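 note: plate controls were negative control peptide for no effect and reference peptide for full effect; strong numbers were not always called active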
* hit, by the source's call; & = joins results of further samples. Cut-off read from the data, not from the text of the source, unless noted: active = inhibition above about 30%; inconclusive = no clear call, values can overlap the other calls; inactive = below that. Not all compounds are listed; rates above refer to the full screens.

Screening Cc1nnc2n1N=C(c1ccc(F)cc1F)CS2 returned Vc quorum ag inactive, PfHsp40 yeast 0.1, BoNT A protease 0.3, Yp Topo-I inh 3, PrPC TRFRET -5, TcdB inh -1.0, Anthrax LF prot 5 and SSB-PriA inh -29.
For COCCNC(=O)C(OC(=O)c1nsc(Cl)c1Cl)C(C)C (stereo not given) the results were Vc quorum ag 0.1, PfHsp40 yeast 1.6, 3CLpro inhibitor -1, BoNT A protease -1.4, Yp Topo-I inh 1, PrPC TRFRET 7, TcdB inh -0.9, Anthrax LF prot -4 and SSB-PriA inh -5.
For COc1ncnc2c1ncn2CCCN[C@H](C)c1cccc2ccccc12 the results were Vc quorum ag -0.4, BoNT A protease 0.1, Yp Topo-I inh 0, PrPC TRFRET 0, TcdB inh 1.4 and Anthrax LF prot 10.
For O=C(CNC(=O)C12CC3CC(CC(C3)C1)C2)NC1=NCCS1 the results were Vc quorum ag -3.3, PfHsp40 yeast 0.2, 3CLpro inhibitor -7, BoNT A protease -1.4, Yp Topo-I inh 3, PrPC TRFRET -1, Anthrax LF prot 0 and SSB-PriA inh 1.
O=C(COC(=O)c1ccc(Cl)nc1)Nc1c(Cl)cccc1C(F)(F)F was read as Vc quorum ag -6.2, PfHsp40 yeast -0.5, BoNT A protease -1.4, Yp Topo-I inh -6, PrPC TRFRET -5, TcdB inh 0.9, Anthrax LF prot -2 and SSB-PriA inh -12.
COc1ccccc1C(=O)NC1CC2CCC(C1)N2Cc1ccccc1 (stereo not given) was read as Vc quorum ag -0.9, PfHsp40 yeast 0.3, 3CLpro inhibitor 1, BoNT A protease 0.6, Yp Topo-I inh -1, PrPC TRFRET 3, TcdB inh 0.2, Anthrax LF prot -3 and SSB-PriA inh -4.
`O=C(Nc1ccc2c(c1)OCO2)c1nn(-c2ccccc2)c(=O)c2ccccc12` gave Vc quorum ag 5.9, PfHsp40 yeast 1.2, 3CLpro inhibitor -6, BoNT A protease -0.2, Yp Topo-I inh -7, PrPC TRFRET -7, Anthrax LF prot -3 and SSB-PriA inh -2.
Cc1ccc(C(=O)CSc2nc3ccccc3c(=O)[nH]2)cc1C was read as Vc quorum ag inactive, PfHsp40 yeast 0.1, 3CLpro inhibitor 4, BoNT A protease -0.5, Yp Topo-I inh 35, PrPC TRFRET 4, TcdB inh -0.3, Anthrax LF prot 0 and SSB-PriA inh -6.
`CCC1(c2ccccc2)NC(=O)N(CC(=O)Nc2cc(Cl)ccc2N2CCOCC2)C1=O` (stereo not given) gave Vc quorum ag inactive, PfHsp40 yeast 6.4, BoNT A protease -0.9, Yp Topo-I inh 0, PrPC TRFRET 1, TcdB inh 1.0, Anthrax LF prot -1 and SSB-PriA inh 2.
Screening Cc1ccc2nc(-c3ccc(N)cc3)sc2c1 returned Vc quorum ag 0.4, PfHsp40 yeast -0.7, 3CLpro inhibitor -4, BoNT A protease 1.9, Yp Topo-I inh 0, PrPC TRFRET 10, TcdB inh 0.3, Anthrax LF prot -21 and SSB-PriA inh -2.
For O=C(O)c1cccc(-c2noc(-c3cccc(Cl)c3)n2)c1 the results were Vc quorum ag -2.2, PfHsp40 yeast -0.3, BoNT A protease -0.9, Yp Topo-I inh 13, PrPC TRFRET 3, TcdB inh 0.0, Anthrax LF prot -8 and SSB-PriA inh -13.
Screening CCc1cc2c(=O)c(-c3nc4ccccc4[nH]3)coc2c(CN2CCCCC2)c1O returned Vc quorum ag -0.5, PfHsp40 yeast 1.9, 3CLpro inhibitor -1, BoNT A protease -0.8, Yp Topo-I inh 2, PrPC TRFRET -5, TcdB inh 1.3, Anthrax LF prot -4 and SSB-PriA inh 1.

Structures shown so far with a Cl atom:
For COCCNC(=O)C(OC(=O)c1nsc(Cl)c1Cl)C(C)C (stereo not given) the results were Vc quorum ag 0.1, PfHsp40 yeast 1.6, 3CLpro inhibitor -1, BoNT A protease -1.4, Yp Topo-I inh 1, PrPC TRFRET 7, TcdB inh -0.9, Anthrax LF prot -4 and SSB-PriA inh -5.
O=C(COC(=O)c1ccc(Cl)nc1)Nc1c(Cl)cccc1C(F)(F)F was read as Vc quorum ag -6.2, PfHsp40 yeast -0.5, BoNT A protease -1.4, Yp Topo-I inh -6, PrPC TRFRET -5, TcdB inh 0.9, Anthrax LF prot -2 and SSB-PriA inh -12.
`CCC1(c2ccccc2)NC(=O)N(CC(=O)Nc2cc(Cl)ccc2N2CCOCC2)C1=O` (stereo not given) gave Vc quorum ag inactive, PfHsp40 yeast 6.4, BoNT A protease -0.9, Yp Topo-I inh 0, PrPC TRFRET 1, TcdB inh 1.0, Anthrax LF prot -1 and SSB-PriA inh 2.
For O=C(O)c1cccc(-c2noc(-c3cccc(Cl)c3)n2)c1 the results were Vc quorum ag -2.2, PfHsp40 yeast -0.3, BoNT A protease -0.9, Yp Topo-I inh 13, PrPC TRFRET 3, TcdB inh 0.0, Anthrax LF prot -8 and SSB-PriA inh -13.

Other compounds follow.
CC(=O)c1cccc(N=c2scc(-c3ccc(S(=O)(=O)N4CCOCC4)cc3)n2CCO)c1 was read as Vc quorum ag -0.4, PfHsp40 yeast -0.2, 3CLpro inhibitor -4, BoNT A protease 0.7, Yp Topo-I inh 24, PrPC TRFRET 24*, TcdB inh 0.9, Anthrax LF prot 0 and SSB-PriA inh -6.
Screening CC(C)(C)C1=Nn2c(nnc2C2CCCCC2)SC1 returned Vc quorum ag -2.2, PfHsp40 yeast 6.0, 3CLpro inhibitor -3, BoNT A protease -0.8, Yp Topo-I inh 12, PrPC TRFRET 1, Anthrax LF prot -1 and SSB-PriA inh -8.
Screening Cc1ccc(NC(=O)CN2C(=O)S/C(=C\c3ccccn3)C2=O)cc1C returned Vc quorum ag -0.4, PfHsp40 yeast -0.6, 3CLpro inhibitor -6, BoNT A protease 2.2, Yp Topo-I inh 0, PrPC TRFRET 4, TcdB inh 0.8, Anthrax LF prot 1 and SSB-PriA inh -16.
`C/C(=N/NC(=O)c1ccco1)c1ccc(NC(=O)c2ccc(Br)o2)cc1` gave Vc quorum ag -0.1, PfHsp40 yeast 0.1, 3CLpro inhibitor -3, BoNT A protease -1.6, Yp Topo-I inh 2, PrPC TRFRET 11, TcdB inh 0.1 and Anthrax LF prot 2.
Cc1nn(-c2cccc(Cl)c2)c2c1C(c1ccncc1)C(C#N)=C(N)O2 (stereo not given) was read as Vc quorum ag -0.4, PfHsp40 yeast 0.5, 3CLpro inhibitor 11, BoNT A protease -0.4, Yp Topo-I inh 2, PrPC TRFRET -7, Anthrax LF prot 8 and SSB-PriA inh 33.
Cc1ccc2c(CC(=O)NCC(C)(C)N3CCOCC3)coc2c1 was read as Vc quorum ag -2.1, PfHsp40 yeast -1.0, 3CLpro inhibitor -1, BoNT A protease 1.6, Yp Topo-I inh -9, PrPC TRFRET 6, TcdB inh 2.1, Anthrax LF prot 1 and SSB-PriA inh -12.
Cc1ccc(OCC(=O)Nc2c3c(nn2C(C)(C)C)CS(=O)(=O)C3)cc1 was read as Vc quorum ag 0.1, PfHsp40 yeast -1.0, 3CLpro inhibitor 0, BoNT A protease -1.1, Yp Topo-I inh -11, PrPC TRFRET 2, TcdB inh 0.8, Anthrax LF prot -2 and SSB-PriA inh -8.
Screening COc1ccc(-c2csc(/C(C#N)=C\c3ccc(OC)c([N+](=O)[O-])c3)n2)cc1 returned Vc quorum ag inactive, PfHsp40 yeast -0.9, 3CLpro inhibitor -3, BoNT A protease 7.9, Yp Topo-I inh 9, PrPC TRFRET 6, Anthrax LF prot 2 and SSB-PriA inh -16.
CCOC(=O)c1cnc(/N=C/N(C)C)s1 was read as Vc quorum ag inactive, PfHsp40 yeast 0.3, 3CLpro inhibitor -7, BoNT A protease 0.4, Yp Topo-I inh -11, PrPC TRFRET 5, TcdB inh 1.0 and Anthrax LF prot 3.
`Cc1ccccc1NC(=S)N=Nc1c(O)n(C)c2ccc(S(=O)(=O)N3CCOCC3)cc12` gave Vc quorum ag -0.1, PfHsp40 yeast 1.4, 3CLpro inhibitor -4, BoNT A protease 7.0, Yp Topo-I inh -4, PrPC TRFRET -13, Anthrax LF prot 5 and SSB-PriA inh 14.
Cn1cccc1/C=N/NC(=O)CSc1nc2ccccc2[nH]1 was read as Vc quorum ag -0.7, 3CLpro inhibitor -1, BoNT A protease -0.4, Yp Topo-I inh 1, PrPC TRFRET 4, TcdB inh 2.6, Anthrax LF prot -8 and SSB-PriA inh inactive.
For O=C(NCCc1nc2ccccc2[nH]1)/C(=C/c1ccc2c(c1)OCO2)NC(=O)c1ccccc1Cl the results were Vc quorum ag -0.2, PfHsp40 yeast 1.8, 3CLpro inhibitor -2, BoNT A protease -0.5, Yp Topo-I inh 8, PrPC TRFRET 0, Anthrax LF prot -1 and SSB-PriA inh -3.
`O=C(O)c1cnn(-c2nc(-c3cccc([N+](=O)[O-])c3)cs2)c1C(F)(F)F` gave Vc quorum ag 0.0, PfHsp40 yeast -1.2, 3CLpro inhibitor -2, BoNT A protease 0.7, Yp Topo-I inh -7, PrPC TRFRET -3, TcdB inh -3.0, Anthrax LF prot 2 and SSB-PriA inh -14.
`Cc1ccc(S(=O)(=O)NCCN=C(CN2CCCC2)NS(=O)(=O)c2ccc(C)cc2)cc1` gave Vc quorum ag -1.0, PfHsp40 yeast 0.2, 3CLpro inhibitor 2, BoNT A protease inconclusive, Yp Topo-I inh 27, PrPC TRFRET 1, Anthrax LF prot -8 and SSB-PriA inh -5.
For COc1ccccc1NCCC#N the results were Vc quorum ag inactive, PfHsp40 yeast -0.4, 3CLpro inhibitor 0, BoNT A protease 0.2, Yp Topo-I inh 2, PrPC TRFRET 0, Anthrax LF prot -1 and SSB-PriA inh -9.
`Cc1ccc(CS(=O)(=O)Cc2ccc(C(=O)NCc3ccco3)o2)cc1` gave Vc quorum ag inactive, PfHsp40 yeast -0.2, 3CLpro inhibitor -3, BoNT A protease 0.3, Yp Topo-I inh -1, PrPC TRFRET 5, TcdB inh 0.1, Anthrax LF prot 4 and SSB-PriA inh 10.
For COc1cc(C2C3CN(C)CC=C3C(C#N)=C(N)C2(C#N)C#N)ccc1OC(C)C (stereo not given) the results were Vc quorum ag 3.3, PfHsp40 yeast 0.1, 3CLpro inhibitor 1, BoNT A protease 0.9, Yp Topo-I inh -6, PrPC TRFRET -12, Anthrax LF prot -4 and SSB-PriA inh 4.
Screening CCOC(=O)CSCC(=O)Nc1cc(C)ccc1C returned Vc quorum ag -0.9, PfHsp40 yeast -0.8, 3CLpro inhibitor 2, BoNT A protease -8.6, Yp Topo-I inh -8, TcdB inh -0.1, Anthrax LF prot -2 and SSB-PriA inh -2.
CCCc1nc(SC)[nH]c(=O)c1C was read as Vc quorum ag 4.0, PfHsp40 yeast -1.0, 3CLpro inhibitor -1, BoNT A protease inconclusive, Yp Topo-I inh -1, PrPC TRFRET 7, TcdB inh 2.0, Anthrax LF prot 20 and SSB-PriA inh -5.
For CCS(=O)(=O)N1CCCC(C(=O)NCCCN2CCCC2=O)C1 (stereo not given) the results were Vc quorum ag inactive, PfHsp40 yeast -0.8, 3CLpro inhibitor -5, BoNT A protease -0.3, Yp Topo-I inh -8, PrPC TRFRET -4, Anthrax LF prot -6 and SSB-PriA inh -8&-17.
Screening Cc1ccsc1/C=N/NC(=O)Cc1ccc([N+](=O)[O-])cc1 returned Vc quorum ag -0.8, PfHsp40 yeast 1.4, BoNT A protease inconclusive, Yp Topo-I inh 7, PrPC TRFRET 6, TcdB inh 1.2 and Anthrax LF prot -2.
For CCOc1cccc(-n2nnnc2-c2ccc(OC)cc2)c1 the results were Vc quorum ag -4.5, PfHsp40 yeast -0.9, 3CLpro inhibitor 2, BoNT A protease -0.6, Yp Topo-I inh 14, PrPC TRFRET 9, Anthrax LF prot 8 and SSB-PriA inh -34.
Screening Cc1cc(=O)[nH]c(SC(C)C(=O)Nc2cccc3ccccc23)n1 (stereo not given) returned Vc quorum ag -0.4, PfHsp40 yeast -0.8, 3CLpro inhibitor -3, BoNT A protease 1.3, Yp Topo-I inh 6, PrPC TRFRET 2, TcdB inh -2.2, Anthrax LF prot -2 and SSB-PriA inh -19.
